S1P3 antagonist: S1P3 receptor antagonists, primary screen, cell-based | hit rate 0.27% among 170,000 | Sphingosine 1-phosphate receptor 3 (Homo sapiens), Q99500 | CHO S1P3 NFAT-BLA reporter, FRET fluorescence, antagonist mode | AID 485, 2006 | inhibition, % at 4.98 µM;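 active means inhibition above the plate cutoff, the mean inhibition of test wells on that plate plus 3 SD, cut at about 28% in these data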;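 further: cells challenged with S1P at its EC80 of 0.8 µM; blue over green emission ratio from cleaved BLA substrate after 4 h stimulation; 0% = S1P-stimulated wells and 100% = unstimulated DMSO-only wells; some compounds past the cut are filed as inactive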
Target sequence (Q99500 whole entry, looked up): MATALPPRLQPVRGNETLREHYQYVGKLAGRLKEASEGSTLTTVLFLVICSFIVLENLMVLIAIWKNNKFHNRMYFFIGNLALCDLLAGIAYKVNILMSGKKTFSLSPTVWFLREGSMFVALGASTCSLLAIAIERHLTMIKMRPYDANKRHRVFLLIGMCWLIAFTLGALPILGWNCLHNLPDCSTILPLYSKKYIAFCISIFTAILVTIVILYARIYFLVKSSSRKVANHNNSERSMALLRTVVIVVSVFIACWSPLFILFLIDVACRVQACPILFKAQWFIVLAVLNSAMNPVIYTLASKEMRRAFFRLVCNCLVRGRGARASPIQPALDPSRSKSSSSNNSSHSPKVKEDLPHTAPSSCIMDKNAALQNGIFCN
ROMK mod: ROMK potassium channel modulators, primary screen, cell-based, thallium flux, MLSMR library; hit rate 2% among 130,000; B-score at 10 µM; Tet-inducible ROMK, thallium flux fluorescence; actives lie on both sides; ATP-sensitive inward rectifier potassium channel 1 (Homo sapiens), P48048;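 active means signal ratio slope over the read window, or its plate-corrected B-score, at least 3 SD from the plate mean, either direction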;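 further: B-score of the F/F0 ratio slope over 7 to 12 s after thallium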
Target sequence (P48048 whole entry, looked up): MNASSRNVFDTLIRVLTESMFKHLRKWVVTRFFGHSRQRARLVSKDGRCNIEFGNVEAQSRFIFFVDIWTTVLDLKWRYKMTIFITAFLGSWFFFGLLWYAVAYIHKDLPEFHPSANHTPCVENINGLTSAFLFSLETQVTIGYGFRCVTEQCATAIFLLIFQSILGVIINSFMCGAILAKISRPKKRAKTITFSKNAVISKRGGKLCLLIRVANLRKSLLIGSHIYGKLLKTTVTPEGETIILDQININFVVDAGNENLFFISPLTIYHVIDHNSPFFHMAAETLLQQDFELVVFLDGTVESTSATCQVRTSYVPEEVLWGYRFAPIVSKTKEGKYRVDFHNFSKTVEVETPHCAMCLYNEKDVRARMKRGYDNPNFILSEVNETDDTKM
* = called active by the depositor. Some of the compounds tested; count on the stated rates, not on these rows.

S1P3 antagonist,ROMK mod,SMILES
2,0.29,COc1cc(CN=Cc2c(O)n(Cc3ccccc3)c(=S)[nH]c2=O)cc(OC)c1
-5,0.68,O=C(N/N=C/c1ccc([N+](=O)[O-])o1)c1cn2ccc3ccccc3c2n1
-17,-0.61,O=C(O)c1cc(N/N=C/c2ccncc2)ccc1Cl
4,0.0078,CC(=O)NNC(=O)c1csc(Cc2c(Cl)sc3ccc(Cl)cc23)n1
-10,-0.32,CCNC(=S)N1CCN(CCN=CC2=C(O)CC(C)(C)CC2=O)CC1
2,-0.51,C/C(CC(=O)Nc1ccc(Cl)cc1C(F)(F)F)=N\NC(N)=S
-17,1.1,COCCCNC(=S)Nc1c(C)cc(C)cc1C
-1,0.81,Cc1n[nH]c(=S)n1Cc1ccccc1

The list goes on.
S1P3 antagonist,ROMK mod,SMILES
14,-0.28,CC(=C/c1ccccc1)/C=N/NC(=O)c1cccs1
11,0.53,C/C(=N\O)C(C)(C)Nc1ccc(Br)cc1
-18,-1.3,CNC(=S)NNC(=O)c1ccc(N(C)C)cc1
-3,0.21,Cc1cccc(/C=N/n2c(-c3ccco3)n[nH]c2=S)c1
3,0.51,O=C(Cc1cccc2ccccc12)NNC(=O)Nc1ccc(Cl)cc1
4,0.83,N#CNC(=Nc1ccc(Cl)cc1)Oc1ccccc1
-5,-0.67,CCOc1ccc(NC(=O)N(CCN(C)C)C(C)c2cccnc2)cc1 (stereo not drawn)
-3,-0.64,CCOC(=O)N1CCC(N2C(=O)c3ccccc3C2Nc2cc(C)cc(C)c2)CC1 (stereo not drawn)

More records
S1P3 antagonist,ROMK mod,SMILES
-14,0.59,Cc1c(Cl)ccc2c(C(=O)O)cc(-c3ccccc3)nc12
0,-0.13,COc1cc(C2CC(=O)C3=C(C2)Nc2ncnn2C3c2cccs2)cc(OC)c1OC (stereo not drawn)
1,-0.01,C=CCn1c(SCC#N)nnc1-c1ccc2ncccc2c1
-14,0.26,CCn1c(C)nc2cc(N)ccc21
14,-0.73,O=C(c1ccccc1)N1CCN(CC(O)Cn2ccc3ccccc32)CC1 (stereo not drawn)
-10,0.49,CCCNC(=O)c1ccccc1C(=O)NC1(C(=O)NCCC)CCCC1
7,0.2,Cn1c(CO)cnc1-c1ccccc1
0,0.97,NS(=O)(=O)c1ccc(NC(=O)c2ccc3nccnc3c2)cc1

Going on with the list:
S1P3 antagonist,ROMK mod,SMILES
-21,-0.33,O=C1CCC(C(=O)Nc2ccccc2N2CCOCC2)=NN1
-13,-0.67,COc1cccc2c(=O)cc(C)n(CC(=O)Nc3ccc(Br)cc3)c12
-11,-0.78,Cc1nc2c(ncn2-c2ccccc2)c(=O)n1NC(=O)CN1CCN(C)CC1
4,-0.12,CN1CCN(C(=O)Nc2cccc(-c3ccccc3)c2)CC1
-6,0.07,Cc1nc2c(c(=O)n1CCC(C)C)c1nc3ccccc3nc1n2CC1CCCO1 (stereo not drawn)
-10,0.34,CCn1cc(C2CC(=O)NC2=O)c2ccccc21 (stereo not drawn)
-4,0.79,Cc1ccccc1C1=Nn2c(nnc2-c2ccco2)SC1
10,-1.1,S=c1[nH]nc(CCCc2n[nH]c(=S)o2)o1

(further entries)
S1P3 antagonist,ROMK mod,SMILES
-6,0.18,Cc1cc(NS(=O)(=O)c2ccc(NC(=S)Nc3ccc(Cl)cc3C)cc2)no1
20,0.32,Fc1ccc(C2N(c3ccccc3)C(=S)N3CCCN23)cc1 (stereo not drawn)
-11,-0.44,CCCc1nc2oc3c(NCCCN(C)C)ncnc3c2c2c1CCCC2
0,1.5,Cn1c(CN2CCN(CCO)CC2)c(C#N)c2ccccc21
8,-2.6,CC(C)c1ccc(N2C(=O)/C(=C/N(C)C)SC2=S)cc1
27,-0.14,Cc1cc(C(=O)Nc2nccs2)c2cc(F)ccc2n1
-6,0.39,Clc1ccccc1/C=C/c1nc(-c2cccnc2)no1
10,-0.4,FC(F)(F)c1ccnc(NCc2ccco2)n1

Next structures:
S1P3 antagonist,ROMK mod,SMILES
0,-2.7,Cc1cc(C)c(-n2c(SCc3nc4ccccc4s3)n[nH]c2=O)c(C)c1
6,-0.32,COc1ccc(Cc2nnc(N/N=C/c3ccc(N(C)C)cc3)[nH]c2=O)cc1OC
-3,0.85,O=C(Nc1ccccc1)NN1CC(=O)N(c2ccc(Cl)cc2)CC1=O
-6,-0.66,CC1(C)CC2(CCO1)C(Nc1ccccc1)=NC(=S)N2c1ccccc1 (stereo not drawn)
9,-1.3,Cc1nc2c(cnn2-c2ccccc2)c(=O)n1/N=C/c1ccccc1
-28,-0.12,CC(C)OC(=O)COc1cc(O)c2c(=O)cc(-c3ccccc3)oc2c1
-6,-1.3,Cc1nc(N)nc(Nc2ccc(C#N)cc2)c1Br
-18,-1.1,CC1CC(=O)Nc2ccccc2N1C(=O)Nc1ccc(F)cc1 (stereo not drawn)

More results.
S1P3 antagonist,ROMK mod,SMILES
-8,0.07,Cc1cc(C)c(NC(=S)NC(CO)(CO)CO)c(C)c1
12,1.2,O=C(O)c1cccc(NC2=C(n3nnc4ccccc43)C(=O)c3ccccc3C2=O)c1
-11,0.49,O=[N+]([O-])c1cccnc1Oc1ccccc1F
1,-0.066,COc1cc2c(c(OC)c1O)C(=O)CO2
2,-0.68,CCn1nc(C)c(Br)c1C(=O)Sc1ccccc1Cl
-6,0.012,O=C(NC(=S)Nc1ccccc1)c1cncc(C#Cc2ccccc2)c1
4,0.52,Cn1ccc(/C=N/N=C2/NC(=O)CS2)n1
-19,0.082,C/C(=N\NC(=O)CN1CCN(Cc2ccccc2)CC1)c1ccncc1

Additional results.
S1P3 antagonist,ROMK mod,SMILES
16,-1.2,O=[N+]([O-])c1cccc(-c2ccc(/C=N/NC(=S)Nc3cccc(F)c3)o2)c1
7,-1.7,O=C(CSc1ccc(Cl)cc1)N1N=CCC1c1ccccc1 (stereo not drawn)
-8,0.99,CC(=O)N/C(=C\c1ccc(F)cc1)C(=O)NC(Cc1ccccc1)C(=O)O (stereo not drawn)
6,-0.92,O=C(CN1c2ccccc2Sc2ccccc21)N/N=C/c1ccc([N+](=O)[O-])cc1
-3,-0.1,Cc1cc(C)n(CCC(=O)N/N=C/c2ccc(Br)c([N+](=O)[O-])c2)n1
9,-0.22,O=c1nc(N/N=C/C=C/c2ccccc2)cn[nH]1
1,-0.39,CCc1nc(CN2CCN(c3cc(C(F)(F)F)ccn3)CC2)c(C)[nH]1
-6,0.15,O=C(O)c1ccccc1C(=O)NCC(O)COc1ccc(Cl)cc1 (stereo not drawn)

Six successive records already listed:
S1P3 antagonist,ROMK mod,SMILES
2,0.29,COc1cc(CN=Cc2c(O)n(Cc3ccccc3)c(=S)[nH]c2=O)cc(OC)c1
-5,0.68,O=C(N/N=C/c1ccc([N+](=O)[O-])o1)c1cn2ccc3ccccc3c2n1
-17,-0.61,O=C(O)c1cc(N/N=C/c2ccncc2)ccc1Cl
4,0.0078,CC(=O)NNC(=O)c1csc(Cc2c(Cl)sc3ccc(Cl)cc23)n1
-10,-0.32,CCNC(=S)N1CCN(CCN=CC2=C(O)CC(C)(C)CC2=O)CC1
2,-0.51,C/C(CC(=O)Nc1ccc(Cl)cc1C(F)(F)F)=N\NC(N)=S

Next structures follow:
S1P3 antagonist,ROMK mod,SMILES
4,-1,COc1ccc(Nc2nnc(C)c(=O)[nH]2)c(OC)c1
-2,-0.69,COc1ccc(C(=O)C[n+]2ccc(N(C)C)cc2)cc1
6,0.53,CN(C)CCN(Cc1ccccc1)S(=O)(=O)c1ccc2c(c1)n(C)c(=O)c(=O)n2C
6,0.99,CN1C(=O)C(CCC(=O)O)NC1=S (stereo not drawn)
9,-0.1,COCCCNC(=S)Nc1cccc(SC)c1
5,0.012,O=C(Cn1c(=O)oc2cccnc21)Nc1ccccc1Oc1ccc(Cl)cc1Cl
7,-0.0012,O=C(Nc1cccc(Cl)c1)OC1CCCCc2cccnc21 (stereo not drawn)
16,-0.9,COc1nc(NC(C)C)nc(N(C#N)CN2C(=O)c3ccccc3S2(=O)=O)n1

The listing continues:
S1P3 antagonist,ROMK mod,SMILES
0,-0.97,Cc1ccc(S(=O)(=O)NNC(=O)c2cc(C)cs2)cc1
-22,-0.74,Cc1cc(C)cc(NC(=O)CSc2nc(CSc3ccc(Cl)cc3)cc(=O)[nH]2)c1
1,1.1,O=C(c1cc([N+](=O)[O-])cc([N+](=O)[O-])c1)N1CCN(C(=O)c2ccco2)CC1
-14,-0.21,Nc1nnc(Cc2ccc(F)cc2)s1
-5,0.84,C=CCc1c(N(CC)CC)nc(C)[nH]c1=O
-19,3.4*,CNC(=O)c1[nH]cnc1C(=O)Nc1ccc(OC)cc1
19,0.46,O=C(Cc1ccccc1)NN1C(=O)/C(=C/c2ccc(C(=O)O)cc2)SC1=S
11,0.064,CCn1c(SCC(=O)Nc2ccc(OC)cc2)nc2nc3c(cc2c1=O)CCCC3

Further structures:
S1P3 antagonist,ROMK mod,SMILES
-1,-0.75,CCCc1c(C(=O)Nc2ccc(F)cc2)cnn1-c1ccccc1
11,0.13,Cc1cc2c(sc3ccccc32)c(C)n1
-5,0.027,O=[N+]([O-])c1ccc(O)c(C=Nc2ccc3c(c2)OCO3)c1
0,1.6,CC(C)(C)OC(=O)N1CCC[C@H]1C(=O)N/N=C/c1cccc2cccnc12
0,-0.081,O=C(NC1CCc2ccccc21)c1cc(COc2c(F)cccc2F)on1 (stereo not drawn)
0,-0.77,CCN(CC)C(=O)C1CCCN(Cc2cccc(Oc3ccccc3)c2)C1 (stereo not drawn)
-4,-0.36,N#Cc1c(N)n(-c2ccccc2N)c2nc3ccccc3nc12
-9,0.014,CN(C)c1cc(Nc2cccc(O)c2)c([N+](=O)[O-])c2nonc12

6 entries picked at random from those above:
S1P3 antagonist,ROMK mod,SMILES
3,0.51,O=C(Cc1cccc2ccccc12)NNC(=O)Nc1ccc(Cl)cc1
-18,-1.1,CC1CC(=O)Nc2ccccc2N1C(=O)Nc1ccc(F)cc1 (stereo not drawn)
6,-0.32,COc1ccc(Cc2nnc(N/N=C/c3ccc(N(C)C)cc3)[nH]c2=O)cc1OC
10,-0.4,FC(F)(F)c1ccnc(NCc2ccco2)n1
-2,-0.69,COc1ccc(C(=O)C[n+]2ccc(N(C)C)cc2)cc1
-9,0.014,CN(C)c1cc(Nc2cccc(O)c2)c([N+](=O)[O-])c2nonc12

Continued:
S1P3 antagonist,ROMK mod,SMILES
-2,0.38,Cc1onc(-c2ccc(Cl)cc2Cl)c1C(=O)/C=C/N(C)C
16,0.012,CC1CC(=O)Nc2ccccc2N1S(=O)(=O)c1ccc(F)cc1F (stereo not drawn)
-15,0.56,C[N+]1(CC2COC3(CCCCC3)O2)CCCCC1 (stereo not drawn)
-18,0.81,CCOC(=O)c1nc(C)nc(Sc2n[nH]c(-c3cc(Cl)cc(Cl)c3)n2)c1C
-5,-0.12,NS(=O)(=O)c1cccc(NC(=O)C2CC(=O)N(Cc3ccco3)C2)c1 (stereo not drawn)
12,-0.13,CCc1ccc(/C=N/Nc2ncnc3nc[nH]c23)cc1
-9,-0.26,Cc1nn(-c2ccc(Cl)cc2)c(NC(=O)C(C)C)c(-c2ccccc2)c1=O
-14,0.42,CCn1c2ccccc2c2cc(/C=N/n3c(-c4cc(C)[nH]n4)n[nH]c3=S)ccc21

Continuation:
S1P3 antagonist,ROMK mod,SMILES
12,-0.015,Cc1cccc(OCC(=O)NCC(=O)N/N=C/c2ccc(O)cc2O)c1
7,0.29,O=C(NCc1ccco1)C(=O)NCC1OCCN1C(=O)c1ccc(Cl)cc1 (stereo not drawn)
-8,0.19,O=C(Cn1cnc2c(nnn2Cc2ccc(F)cc2)c1=O)NCc1ccccc1
-4,0.39,Cn1c(=O)[nH]c2c(Cl)nccc21
-1,-0.15,CN(C(=O)c1ccc2c(c1)CCO2)C(C)(C)C
10,-3.7*,Cc1ccc(C2=NOC(=O)/C2=C\c2ccc(C)o2)cc1
-7,0.41,COC(=O)c1cnn(-c2ccccc2)c1/C=N/NC(=S)Nc1ccccc1
3,-1.6,CCOCCCn1c(C)nc2c[n+](CC(=O)c3ccc4ccccc4c3)cc(Br)c21

Further records
S1P3 antagonist,ROMK mod,SMILES
-9,1.2,COc1ccc([N+](=O)[O-])cc1NC(=O)COC(=O)c1ccc(O)cc1
5,0.038,CCCCCCOc1ccc(N2C(=O)CC(NCc3ccc(S(N)(=O)=O)cc3)C2=O)cc1 (stereo not drawn)
9,-0.63,Cc1cc(C)c2c(N)c(C(=O)N/N=C/c3cccnc3)sc2n1
10,-1,O=C(OCC1CC(c2ccccc2)=NO1)c1ccco1 (stereo not drawn)
7,-0.13,Cc1ccc(-c2cc(Cc3ccncc3)c(=O)[nH]n2)cc1
-15,-1.5,CC(C)CC(=O)Nc1ncc([N+](=O)[O-])s1
-7,-1.6,COc1ccc2nc(SCC(=O)NCCc3ccccc3)[nH]c2c1
8,-0.38,CCNc1nc2cccnc2s1

The list continues.
S1P3 antagonist,ROMK mod,SMILES
-8,-0.46,O=S(=O)(Nc1cccc(CCc2ccccn2)c1)c1ccc(Cl)cc1
-10,-0.27,Cn1c(=O)c2cc3ccc(Cl)cc3nc2n(C)c1=O
12,-0.93,NC(=S)NNC(=O)c1cccc(Cl)c1
28,-8.6*,O=[N+]([O-])c1c(Nc2ccccn2)cc(Cl)c2nonc12
-7,0.31,COc1ccc(/C=N/n2c(-c3n[nH]c4c3CCC4)n[nH]c2=S)cc1
-14,0.015,O=C(O)/C=C/C(=O)N(CC1CCCO1)C1CC(=O)N(c2c(Cl)cccc2Cl)C1=O (stereo not drawn)
0,0.54,CNC(=S)NNC(=O)c1oc2nc(-c3ccccc3)cc(C)c2c1N
1,0.39,CC(=O)c1ccc2c(c1)OCCOCCOCCOCCO2
6,-0.41,N#Cc1nc(Cl)c(Cl)c(NN)c1Cl

From PubChem
